Assay outcomes deposited in PubChem BioAssay by several laboratories.
b-catenin transl: alters nuclear translocation of beta-catenin in HeLa cells; nuclear translocation activity, % at 5 µM; 190,000 tested, 0.3% active; immunofluorescence imaging;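 active = nuclear translocation activity above 50% at 5 µM, with a well cell count of 50 or more; inconclusive = wells under 50 cells across six images, flagged as toxic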;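 also: per-cell ratio of nuclear to cytoplasmic median beta-catenin stain intensity; plate controls were DMSO negative control for no effect and GSK-3 inhibitor IX positive control for full effect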
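Test system: human HeLa cells, endogenous beta-catenin. Times: 24 h compound exposure, 37°C. Measured by: beta-catenin immunofluorescence imaging with DAPI.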
T cell HTS: T cell immune modulators affecting CD8 T cell-vesicle binding. 2C CD8+ T cell-vesicle binding, flow cytometry; hits give low values. 330,000 tested, 0.068% active. calls only at 7 µM;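 active = response, share of CD8 T cells binding vesicles, and their 90th percentile fluorescence all below set limits, cut at about 80% in these data, passing the limit was not always enough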
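Read-out – percent CD8+ FL2 mean versus row control · System – murine 2C transgenic CD8+ T lymphocytes · Times – 1.5 h cell–vesicle binding at 37 °C, then 20 min icy labelling · Control set – naked vesicles low, QL9 vesicles with vehicle high · Detection – cytometric PE anti-B7-1 and Alexa647 anti-CD8 signals after 1% paraformaldehyde fixation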
WT yeast gro inh: growth inhibition of WT yeast, mitochondrial fusion screen; 190,000 tested, 2.1% active; mitochondrial fusion phenotypic screen, WT strain; inhibition, % at 10 µM; in the data active = inhibition above about 58%; tested in S. cerevisiae
Ins promoter up: MIN6 insulin promoter up-regulation; AID 1625; z-score at 5 µM; MIN6 insulin promoter-GFP reporter, high-content imaging; hits give high values; 190,000 tested, 0.3% active;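 active = z-score above 3 at 5 µM with at least 500 cells counted in the well; inconclusive = wells under 500 cells, flagged as cytotoxic or low count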
MT stabilize HCS: microtubule stabilizers in HeLa cells; HeLa tubulin immunostaining HCS, 24 h; share of cells brighter than vehicle mean+2SD; % tubulin-high responders, % at 10 µM; 200,000 tested, 0.83% active; AID 2205;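 active = plate Z-score above 3 for both tubulin-high and condensed-nucleus cell shares, with cell loss under 80%, at 10 µM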;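 also: anti alpha tubulin signal scored within the nucleus-defined area of each cell; some results filed as inactive read as strong as hits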
West Nile antiviral: inhibition of WNV-induced cytopathic effect – cell-based, CPE readout (AID 1621). 290,000 tested, 0.02% active. West Nile virus-infected cells, CPE inhibition; higher % means a stronger effect. one-dose CPE inhibition, % at 10 µM; IC50 in µM for titrated hits; in the data active = a potency from the dose series; inconclusive = CPE inhibition mostly from about 3.7% at the one dose, without a potency; inactive = the rest, 99 in 100 with CPE inhibition below about 2.2%; also: strong numbers were not always called active
Myeloid diff 2: compounds promoting myeloid differentiation | calls only at 10 µM | 360,000 tested, 1% active | ER-HoxA9 myeloid progenitors, lysozyme-GFP differentiation, flow cytometry;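 active = normalized GFP-positive differentiation at or above the plate's own cutoff, the solvent-only control mean plus 3 SD; inconclusive = no clear call, values can overlap the other calls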;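 also: cells exposed to compound for four days before flow analysis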
Autophagy mod: autophagy modulation, high-content screen. MEF GFP-LC3 puncta imaging; test concentration mostly 10 µM. AID 463193. 190,000 tested, 0.98% active. calls only at 10 µM (by protocol);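 active = percentage of spot-positive cells more than 3 SD above its plate mean, without a fluorescence outlier flag or 80% toxicity; inconclusive = no clear call, values can overlap the other calls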;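 also: spot-positive cell cutoff set from DMSO-treated cells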
Hep lipid drop: modulators of hepatic lipid droplet formation; AML12 mouse hepatocytes, oleate lipid droplets, BODIPY imaging; inhibition, % at 6.5 µM; 240,000 tested, 0.4% active; AID 1656;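 active = lipid droplet intensity inhibited by at least 50%, with more than 500 cells counted; inconclusive = wells with under 300 cells, treated as cytotoxic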
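material = mouse AML12 hepatocyte cell line, fixed after treatment | also added = 100 µM oleic acid challenge | doses = compound at 6.5 µM only | schedule = overnight exposure | technique = Image-based BODIPY and DAPI two-channel analysis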
WT yeast gro inh mutant strain: further read-out of WT yeast gro inh, marked with its call; inhibition, %; mitochondrial fusion phenotypic screen, mutant strain inhibition
Ins promoter up cell count: recorded beside Ins promoter up, whose call it bears; cell count; measured here: cytotoxicity, nuclei count;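 total cells summed across four imaged fields per well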
Hep lipid drop cells 6.5 µM: recorded beside Hep lipid drop, whose call it bears; cell count; measured here: cell count, cytotoxicity flag;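 cells counted across two imaged fields per well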
b-catenin transl cell count 5 µM: recorded beside b-catenin transl, whose call it bears; cell count; measured here: cell count, cytotoxicity flag
T cell HTS vesicle-bound %: recorded beside T cell HTS, whose call it bears; double positive events, %; measured here: CD8+ vesicle-bound cell fraction;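 binding gate set so that unloaded-vesicle control wells show 10% double positive cells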
MT stabilize HCS Hoechst-high %: further read-out of MT stabilize HCS, marked with its call; % Hoechst-high responders; measured here: nuclear condensation Hoechst responders;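 share of cells brighter than vehicle mean plus two SD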
MT stabilize HCS cytotoxicity %: recorded beside MT stabilize HCS, whose call it bears; toxicity, %; measured here: cytotoxicity by cell density;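 0% = mean cell density of plate MIN control wells and 100% = no cells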
Autophagy mod cell loss 18 h: second read-out of Autophagy mod, no call of its own (marks repeat the call); toxicity, %; measured here: cell loss, nuclei count;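 cell loss after 18 h compound exposure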
Myeloid diff 2 GFP+ MAC1+ %: second read-out of Myeloid diff 2, no call of its own (marks repeat the call); GFP+ MAC1+ double positive, %; measured here: differentiation confirmed by MAC1 staining
The depositor's hits bear a star; i = inactive; ? = inconclusive; . = no result given.

SMILES	b-catenin transl	b-catenin transl cell count 5 µM	T cell HTS	T cell HTS vesicle-bound %	WT yeast gro inh	WT yeast gro inh mutant strain	Ins promoter up	Ins promoter up cell count	MT stabilize HCS	MT stabilize HCS Hoechst-high %	MT stabilize HCS cytotoxicity %	West Nile antiviral	Myeloid diff 2	Myeloid diff 2 GFP+ MAC1+ %	Autophagy mod	Autophagy mod cell loss 18 h	Hep lipid drop	Hep lipid drop cells 6.5 µM
CCOC(=O)N1CCC(N2Cc3cccc(C(=O)N4CCN(C5CCCCC5)CC4)c3C2=O)CC1	.	.	i	27	-1	-8	-1.3	908	4.1	2.3	3.9	-0.3%	i	1.1	i	7	.	.
Cc1ccc(SCC(=O)O/N=C(\N)c2ccncc2)cc1	.	.	i	18	.	.	.	.	.	.	.	-0.8%	i	1.6	.	.	-1	839
O=C(COc1ccccc1O)NCCN1CCOCC1	.	.	i	20	.	.	.	.	.	.	.	1.0%	i	0.5	.	.	28	436
CCOc1ccc(S(=O)(=O)N2CCN(C(=S)NCc3ccccc3)CC2)cc1	-0.1	1149	i	37	.	.	-0.28	1312	.	.	.	-0.4%	i	0.6	.	.	-2	689
Cc1cc(C)nc(NS(=O)(=O)c2ccc(NC(=O)c3cc(=O)c4ccccc4o3)cc2)n1	.	.	i	34	.	.	.	.	.	.	.	0.2%	i	2.9	.	.	-13	691
CCOC(=O)N1CCC(NC(=O)c2cc(-c3ccc(F)cc3)[nH]c2C)CC1	-0.1	1339	i	16	67*	-5.9*	-0.29	1636	4.5	1.2	9.9	.	i	0.3	i	18	.	.
CC(NC(=O)CN1CCN(Cc2ccc(Cl)cc2)C1=O)c1ccc2c(c1)OCCO2 (stereo unspecified)	-1.2	425	i	18	-2	3	-0.21	1062	3.9	1.3	9.3	-0.4%	i	2.7	i	18	15	764
CCCn1c(O)c(N=NC(=O)CNC(=O)/C=C/c2ccc(OC)cc2)c2ccccc21	.	.	i	24	.	.	.	.	.	.	.	0.6%	i	3.7	.	.	1	657
CCC(C)C(NC(=O)OC(C)(C)C)C(=O)NC(CC(C)C)C(N)=O (stereo unspecified)	0.0	1052	i	25	14	26	0.99	1099	3.1	3.2	23	0.3%	i	1.0	i	-2	-16	444
Oc1c(Cl)cc(Cl)cc1C=Nc1ccc(Br)cc1	1.1	1286	i	28	-4	4	-0.9	1672	3.7	2.0	9.2	0.1%	i	0.6	i	-1	.	.
COc1ccc(CC(=O)c2ccc(O)cc2O)cc1OC	0.7	1044	i	7	-12	-16	0.23	1806	2.0	1.1	9.3	0.1%	i	0.6	i	9	27	585
COC(=O)c1c(NC(=O)Cc2cccs2)sc(C(=O)N2CCCCC2)c1C	-0.3	1138	i	6	-26	8	.	.	3.7	2.7	7.9	-0.6%	i	0.8	i	-1	-12	677
CCCCn1c(SCC(=O)N2CCCC2)nnc1-c1ccccc1	.	.	i	52	12	3	.	.	1.8	1.6	7.5	-0.3%	i	1.1	i	2	11	745
COC(=O)/C=C1\SC(=NC(=O)c2cccc([N+](=O)[O-])c2)NC1=O	.	.	i	17	.	.	.	.	.	.	.	-0.9%	i	4.2	.	.	2	797
COCCNC(=O)c1ccc(N2CC3CC(C2)c2cccc(=O)n2C3)c(NC(=O)c2c(F)cccc2F)c1 (stereo unspecified)	.	.	i	15	.	.	.	.	.	.	.	-0.1%	i	0.9	.	.	-2	788
COc1cc(CNCCN2CCOCC2)ccc1OCc1c(Cl)cccc1Cl	2.9	477	i	39	12	20	0.02	1174	2.8	1.2	4.2	0.1%	.	.	i	11	-12	647
CCN(Cc1ccccc1)C(=O)c1ccc(CNS(=O)(=O)c2ccc(C)cc2)cc1	-0.4	616	i	10	9	-29	-0.4	1269	2.1	1.6	2.7	-1.8%	i	2.0	i	1	-9	740
COCCN(CCOC)C(=O)c1cc2c(=O)n3ccccc3nc2s1	-1.5	833	i	54	-4	7	-0.02	1215	2.3	2.1	7.3	-0.1%	i	6.2	i	-9	.	.
COc1ccc(CC(=O)Nc2ccc(-c3noc(-c4ccc(Cl)cc4)n3)cc2)cc1	0.2	1095	i	32	10	-21	0.29	1303	2.8	2.3	4.9	?	i	4.2	i	25	12	731
O=C(Nc1nnc(SCc2cccc3ccccc23)s1)C1COc2ccccc2O1 (stereo unspecified)	-0.5	1082	i	55	-10	-20	-0.45	1478	3.5	2.8	9.5	-0.2%	i	0.9	i	-2	30	642
O=C(CNC(=O)c1ccc(Cl)cc1)OCCCOC(=O)CNC(=O)c1ccc(Cl)cc1	.	.	i	66	.	.	.	.	.	.	.	-0.3%	i	4.9	.	.	-1	844
CC1=C/C(=C(\c2cc(C)c(O)c(Br)c2)c2ccccc2S(=O)(=O)O)C=C(Br)C1=O	.	.	i	46	.	.	.	.	.	.	.	-0.1%	i	0.8	.	.	-15	799
CSc1ccccc1C(=O)NC1CC2CCC1C2 (stereo unspecified)	0.0	1050	i	45	5	-4	0.5	1820	3.7	1.9	7.4	0.1%	i	1.6	i	1	-2	663
Cc1nn(-c2ccccc2)c2nc(-c3ccccc3)cc(C(=O)N3CCOCC3)c12	-4.3	1034	i	51	19	-5	-0.97	1262	2.1	1.8	0.9	-0.3%	i	0.4	i	-8	36	666

Of the compounds above, these contain a thiophene ring, fused or not:
SMILES	b-catenin transl	b-catenin transl cell count 5 µM	T cell HTS	T cell HTS vesicle-bound %	WT yeast gro inh	WT yeast gro inh mutant strain	Ins promoter up	Ins promoter up cell count	MT stabilize HCS	MT stabilize HCS Hoechst-high %	MT stabilize HCS cytotoxicity %	West Nile antiviral	Myeloid diff 2	Myeloid diff 2 GFP+ MAC1+ %	Autophagy mod	Autophagy mod cell loss 18 h	Hep lipid drop	Hep lipid drop cells 6.5 µM
COC(=O)c1c(NC(=O)Cc2cccs2)sc(C(=O)N2CCCCC2)c1C	-0.3	1138	i	6	-26	8	.	.	3.7	2.7	7.9	-0.6%	i	0.8	i	-1	-12	677
COCCN(CCOC)C(=O)c1cc2c(=O)n3ccccc3nc2s1	-1.5	833	i	54	-4	7	-0.02	1215	2.3	2.1	7.3	-0.1%	i	6.2	i	-9	.	.

Next section:
SMILES	b-catenin transl	b-catenin transl cell count 5 µM	T cell HTS	T cell HTS vesicle-bound %	WT yeast gro inh	WT yeast gro inh mutant strain	Ins promoter up	Ins promoter up cell count	MT stabilize HCS	MT stabilize HCS Hoechst-high %	MT stabilize HCS cytotoxicity %	West Nile antiviral	Myeloid diff 2	Myeloid diff 2 GFP+ MAC1+ %	Autophagy mod	Autophagy mod cell loss 18 h	Hep lipid drop	Hep lipid drop cells 6.5 µM
Cc1cc(C)c2c(c1)c(C)cc1nnc(SCC(=O)NCc3ccco3)n12	4.4	1037	i	31	30	11	-0.18	889	5.7	2.9	8.3	1.2%	i	5.1	i	-5	4	687
O=C1CN(Cc2nc3cc(Cl)ccc3c(=O)[nH]2)CCN1	0.8	1330	i	35	.	.	-0.55	922	.	.	.	-0.1%	i	0.6	.	.	-17	700
O=C(Nc1nc2ccccc2[nH]1)c1cc(F)cc(F)c1	.	.	i	31	.	.	.	.	.	.	.	-0.7%	i	1.4	.	.	10	691
COc1ccc(S(=O)(=O)N2CCCCC2C(=O)O)cc1OC (stereo unspecified)	0.5	1405	i	34	-3	-1	0.48	1498	3.5	3.8	9.4	-0.4%	i	1.1	i	6	.	.
COc1cccc(CNC(=O)c2ccc(NC3=NC4CS(=O)(=O)CC4S3)cc2)c1 (stereo unspecified)	.	.	i	17	.	.	.	.	.	.	.	-0.3%	i	1.9	.	.	1	758
O=C(NCCN1CCN(c2cccc(Cl)c2)CC1)Nc1ccccc1	.	.	i	14	.	.	.	.	.	.	.	-1.2%	i	0.7	.	.	-5	835
O=C(Nc1cnn(Cc2ccc(Cl)c(Cl)c2)c1)C12CC3CC(CC(C3)C1)C2	0.4	1172	i	62	-5	1	.	.	1.0	0.2	28	0.4%	i	0.7	i	-5	-1	743
Cc1cc(Cl)ccc1N(CC(=O)NCc1ccc2c(c1)OCO2)S(C)(=O)=O	0.2	1564	i	58	5	-6	0.36	1460	3.0	2.1	7.8	-1.7%	i	0.3	i	-10	-14	707
CC(C)OCCCN(C)C1CCN(S(=O)(=O)c2ccc(-c3ccc(=O)[nH]n3)s2)CC1	.	.	i	56	.	.	.	.	.	.	.	-0.4%	i	3.2	.	.	-2	725
CCn1c(SCC(=O)Nc2nc(C)cs2)nnc1-c1ccco1	.	.	i	34	6	22	0.41	1270	2.1	1.4	1.0	0.1%	i	0.3	i	-5	0	647
CCCCn1c2ccc(C)cc2c2nnc(SCCN3CCCCC3)nc21	.	.	i	28	.	.	.	.	.	.	.	-0.5%	i	0.2	.	.	-19	770
O=C(Nc1ccc2c(c1)OCO2)c1ccc(COc2ccc3c(c2)CCC3)o1	-0.8	1176	i	34	46	10	-0.12	1806	2.2	1.2	4.3	-0.5%	i	6.5	i	-3	-1	697
CCC(C)NS(=O)(=O)c1ccc(NC(=O)c2ccc([N+](=O)[O-])cc2Cl)cc1 (stereo unspecified)	1.3	1093	i	39	14	3	0.28	1484	5.6	1.3	1.4	-1.7%	i	0.3	i	20	-12	648
Cc1ccc(C(=O)Nc2ccc(N3CCN(C)CC3)cc2)c(Cl)c1	.	.	i	38	.	.	.	.	.	.	.	0.4%	i	0.8	.	.	-2	816
O=C(CN1C(=O)C2CC=CCC2C1=O)OCc1cc(=O)n2cc(Br)ccc2n1 (stereo unspecified)	0.1	1031	i	9	1	9	-0.35	1261	6.3	1.5	8.8	-0.3%	i	0.3	i	-4	18	695
O=C(CN1CCN(S(=O)(=O)c2ccccc2)CC1)Nc1ccc2c(c1)OCO2	-4.9	1271	i	40	-9	-2	-0.62	1255	2.1	1.6	4.5	-0.7%	i	0.7	i	6	2	799
Cc1onc(-c2ccccc2)c1-c1csc(COc2ccccc2)n1	-5.4	1280	i	37	.	.	.	.	.	.	.	-1.0%	i	0.8	.	.	-11	688
